IkB signaling = IkB pathway inhibition in ABC-DLBCL cells; ABC-DLBCL IkBa-CBG/CBR dual luciferase ratio, 4 h; response scale: scaled: untreated 0%, proteasome inhibitor 100%; Potency, µM (titrated, usually from 57.1 µM), for inactives: at the top dose IkBa stabilization activation; actives 0.04% (n = 110,000); active means well fitted curve in the direction sought with a large enough effect in the signal ratio, not every such curve was filed as active; inconclusive means small, poorly fitted or top-dose-only effect, or a change in a side signal; the % refers to the signal ratio;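 further: the direction sought is a rising ratio; 0% = basal untreated cells and 100% = reference inhibitor full response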
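Luminescence ratio of IκBα-fused green versus native red beetle luciferase in OCI-Ly3 cells, 4 h post-doxycycline with compound; red signal alone, scaled from basal (0%) to zero light (-100%), flagged nonspecific or cytotoxic effects.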
p53ts 32C tox = p53ts cell cytotoxicity, permissive temperature; H1299-p53A138V at 32C, ATP luminescence viability, 24 h; Potency, µM (highest dose often 46.1 µM), inactives show top-dose activity change, negative = cytotoxicity, actives largely listed as cytotoxic; actives 0.93% (n = 130,000);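 further: 0% = DMSO and -100% = full killing by reference compound; nearly all actives have a fitted effect of over 55% in size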
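ATP-content luminescence (ATPlite) read-out after 24 h compound exposure at 32C in H1299-p53A138V cells (600/well). Tested up to 46 uM. Normalized to DMSO (0%) and 100 uM tamoxifen (100% killing); Hill-fit AC50.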
p53ts 39C kill = kills p53ts cells at the nonpermissive temperature; actives 1.5% (n = 130,000); Potency, µM (series often up to 46.1 µM), without a hit: at the highest dose activity change, negative = cell killing, hits mostly cytotoxic; H1299-p53A138V viability at 39C, ATP luminescence, 24 h; further: nearly all actives have a fitted effect of over 55% in size
Imprint erasure = inducers of genomic imprint erasure in mouse ES cells | mouse ES Peg3-LacZ reporter, beta-gal luminescence, 40 h | Potency, µM (series often up to 60.7 µM), without a hit: top-dose activity change, positive = activation, actives largely listed as activators | actives 0.02% (n = 110,000) | AID 1948;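 further: 0% = negative control wells on the plate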
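Gelatin-coated wells received 300 freshly trypsinized female ES cells with a Peg3LacZ-Neo reporter on the maternal allele, then incubated 40 hours at 37C. BetaGlo was added for 5 minutes at room temperature before a single luminescence read.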
* marks the source's active call; other numbers are inactive results; ? = inconclusive; . = not tested or not shown; [ ] = remark or other dose. Unless noted, the call rests on the fitted dose curve; in most records, active means well fitted curve in the direction sought with a large enough effect; inconclusive means small, poorly fitted or top-dose-only effect, or another doubt; inactive means no such curve, though single readings can be large; an effect the other way counts as inactive or inconclusive. Unless noted, on the % scale 0 is the no-effect control and ±100 the full control effect; potency means the concentration at half of the fitted maximal effect.

SMILES | IkB signaling | p53ts 32C tox | p53ts 39C kill | Imprint erasure
O=C(COC(=O)c1ccc(Br)o1)Nc1ccc(S(=O)(=O)N2CCCC2)cc1 | 0.3% | 5% | -9% | -10%
CCN(CC)S(=O)(=O)c1cccc(-c2nnc(SCCOc3ccc(Cl)cc3)o2)c1 | 2.5% | -7% | -14% | -16%
O=C(C1CCN(S(=O)(=O)c2cccc3nonc23)CC1)N1CCN(c2ccc(F)cc2)CC1 | ? | 4% | 13% | -5%[10.9 µM]
C=Cc1ccc(Cn2c(C(=O)O)c(CNCc3cc(Br)ccc3OC)c3ccc(C)cc32)cc1 | -1.2% | 2% | -18% | 2%[10.9 µM]
O=C(O)CCC(=O)Nc1ccccc1N1CCOCC1 | -0.2% | 4% | -4% | -3%
COC(=O)Nc1cc(C(F)(F)F)ccc1N1CCN(c2ccccc2)CC1 | -0.8% | -2% | -10% | -5%
CCn1cc(C(=O)NCCC(C)C)c(=O)c2cc(S(=O)(=O)N(C)C3CCCCC3)ccc21 | ? | 14% | 17% | -8%[10.9 µM]
O=C1c2oc3ccc(Cl)cc3c(=O)c2C(c2cccnc2)N1Cc1ccco1 (stereo not drawn) | 1.1% | ? | ? | -30%
CN(C1CCCCC1)S(=O)(=O)c1ccc2c(c1)c(=O)c(C(=O)NCc1ccccc1Cl)cn2C | 2.4% | 3% | ? | -5%[10.9 µM]
Cc1ccc(Nc2nc(C(=O)N3CCC(C(=O)N4CCN(C)CC4)CC3)cs2)cc1 | -2.3% | 7% | -15% | -17%

Some of the entries so far, with values under each structure:
Order of values: IkB signaling, p53ts 32C tox, p53ts 39C kill, Imprint erasure
O=C(COC(=O)c1ccc(Br)o1)Nc1ccc(S(=O)(=O)N2CCCC2)cc1
 : 0.3%, 5%, -9%, -10%
CCN(CC)S(=O)(=O)c1cccc(-c2nnc(SCCOc3ccc(Cl)cc3)o2)c1
 : 2.5%, -7%, -14%, -16%
O=C(C1CCN(S(=O)(=O)c2cccc3nonc23)CC1)N1CCN(c2ccc(F)cc2)CC1
 : ?, 4%, 13%, -5%[10.9 µM]
C=Cc1ccc(Cn2c(C(=O)O)c(CNCc3cc(Br)ccc3OC)c3ccc(C)cc32)cc1
 : -1.2%, 2%, -18%, 2%[10.9 µM]
O=C(O)CCC(=O)Nc1ccccc1N1CCOCC1
 : -0.2%, 4%, -4%, -3%

Further results:
SMILES | IkB signaling | p53ts 32C tox | p53ts 39C kill | Imprint erasure
CCC(C)(C)C1CCC2(CC1)NC(CO)(CO)CO2 (stereo not drawn) | . | 4% | 3% | .
O=C(NCCCc1nc2ccccc2n1Cc1ccccc1Cl)C1CCCCC1 | 0.9% | -3% | -15% | -9%[10.9 µM]
COC(=O)C1=C(C)NC(=O)NC1c1cn(-c2ccccc2)nc1-c1cccs1 (stereo not drawn) | ? | 28% | 35%[activator] | -5%
CN1CCN(S(=O)(=O)c2ccc(NC(=O)c3ccc(Br)s3)cc2)CC1 | 2.4% | -1% | -2% | 1%
Cc1ccc2c(c1)NCC(C(=O)NC1CCC(C)CC1)O2 (stereo not drawn) | -2.6% | -13% | -19% | -5%
O=C(NCC1CCCO1)C(c1cccs1)N(C(=O)Cn1nnc(-c2cccs2)n1)C1CCCC1 (stereo not drawn) | . | -4% | 2% | .
O=C(CN1C(=O)COc2ccc(S(=O)(=O)N3CCOCC3)cc21)N1CCN(c2ccc(F)cc2)CC1 | ? | 6% | -17% | -5%[10.9 µM]
COCCSc1ccccc1C(=O)NCCCn1ccnc1 | 0.5% | 0% | 3% | -8%
O=C(NCc1cccnc1)NC1CCCN1S(=O)(=O)c1ccc(Cl)cc1 (stereo not drawn) | 1.0% | 4% | 5% | 11%
COC(=O)c1ccc(Cn2nc(-c3ccc(C)cc3)ccc2=O)cc1 | ? | 2% | -27% | 5%[10.9 µM]
CCCOc1ccc(C(=O)Nc2ccc3oc(-c4ccc(N(C)C)cc4)nc3c2)cc1 | 8.8% | -6% | 13% | -9%[10.9 µM]
COc1ccc(C)cc1-n1nnnc1SCC(=O)c1ccc2c(c1)OCCO2 | 2.2% | -23% | -23% | -9%
O=C1CCCc2oc3ccc(O)cc3c21 | . | 15% | 23% | .
Cc1cc(C)nc(N2CCCC(C(=O)Nc3ccc4c(c3)OCCO4)C2)n1 (stereo not drawn) | 1.9% | -1% | -1% | 0%
C/C=C/Cn1c(Br)nc2c1c(=O)[nH]c(=O)n2C | 1.2% | 8% | -11% | -3%
O=C(Nc1cc(C(F)(F)F)ccc1Cl)c1nc2ccccc2nc1N1CCCCC1 | -1.4% | -6% | ? | 8%[10.9 µM]
Cc1cc(C(F)(F)F)c(C#N)c(SCC(=O)NC(C)(C)C)n1 | 0.8% | 6% | 13% | 2%
NC(=O)c1ccsc1NC(=O)CSc1nc2ccccc2c(=O)n1CCCO | -0.1% | -3% | -3% | ?
O=S(=O)(c1ccc(Oc2ccc(S(=O)(=O)N3CCOCC3)cc2)cc1)N1CCOCC1 | 0.3% | -8% | -1% | -10%
CC(=O)Nc1ccc(CN2CCCCCCC2)cc1 | . | 4% | 3% | .

Grouped by structure, the entries above with a COOH group (2)
SMILES | IkB signaling | p53ts 32C tox | p53ts 39C kill | Imprint erasure
C=Cc1ccc(Cn2c(C(=O)O)c(CNCc3cc(Br)ccc3OC)c3ccc(C)cc32)cc1 | -1.2% | 2% | -18% | 2%[10.9 µM]
O=C(O)CCC(=O)Nc1ccccc1N1CCOCC1 | -0.2% | 4% | -4% | -3%

Later entries:
SMILES | IkB signaling | p53ts 32C tox | p53ts 39C kill | Imprint erasure
CCC(=O)N1CCc2cc(S(=O)(=O)NC(Cc3ccccc3)C(=O)Nc3cccc(OC)c3)ccc21 (stereo not drawn) | ? | 8% | -2% | -4%[10.9 µM]
O=C(CSc1n[nH]c(-c2ccccc2Cl)n1)N1CCN(c2ccccc2F)CC1 | 1.1% | -4% | 2% | -5%[10.9 µM]
CCOC(=O)c1sc(=NC(=O)c2cc(OC)c(OC)c(OC)c2)n(C)c1C | -0.8% | -6% | -9% | -11%
O=C(CCC(=O)N1CC2CCCN2c2ccccc21)NCc1ccc(Cl)cc1 (stereo not drawn) | 0.2% | 10% | 17% | -4%[10.9 µM]
Cn1nnnc1SCCCNCc1ccccc1OCc1ccccc1Cl | -2.5% | -3% | ? | -20%[10.9 µM]
CCn1c(CSc2nnc(-c3ccoc3C)n2C)nc2cc(S(=O)(=O)N(C)C)ccc21 | 0.8% | -5% | 0% | -4%
CCOC(=O)c1ccccc1NC(=O)CSc1nc(=O)[nH]c2c1CCCC2 | 2.1% | 9% | 0% | 9%[10.9 µM]
COCC(=O)Nc1nc(-c2ccccc2)ns1 | 0.8% | 3% | 5% | -9%
CCCCCOC(=O)Cn1c(N2CCOCC2)nc2c1c(=O)[nH]c(=O)n2C | -0.5% | -7% | -5% | -6%
CCN(CC)c1ccc2nc3c(=O)n(C)c(=O)n(C)c3nc2c1 | -5.4% | 2% | -1% | -6%[10.9 µM]
CC1(C)CC(=O)C=C(Nc2ccccc2O)C1 | ? | 4% | -10% | 6%
Cc1nc(S(=O)(=O)N2CCOCC2)c(C#N)c(C)c1Cl | 1.0% | -6% | 20% | -9%
CC1(C)CCC2(C(=O)O)CC[C@]3(C)C(=CCC4[C@]5(C)CCC(O)C(C)(C)C5C(O)C[C@]43C)C2C1 (stereo partly drawn) | . | 13% | 35%[activator] | 2%
O=C(NCc1cccs1)C1CCCN(c2nc3ccccc3o2)C1 (stereo not drawn) | -1.0% | -8% | 2% | -13%
CCC1Oc2ccc(C)cc2N(CC(=O)NCCC2=CCCCC2)C1=O (stereo not drawn) | 3.5% | 8% | -1% | -9%
Fc1ccc2[nH]c3c(N4CCN(c5ccccc5)CC4)ncnc3c2c1 | ? | -30% | -18% | -27%
COc1ccccc1-n1c(CNC(=O)c2ccccc2)nnc1SCC(=O)Nc1nnc(C)s1 | ? | -2% | 5% | -3%
c1ccc(CC2CNc3ccccc3CN2)cc1 (stereo not drawn) | 0.2% | 0% | -5% | 2%
CCC(C)NS(=O)(=O)c1cccs1 (stereo not drawn) | -3.0% | 1% | 23% | -12%
O=c1cc(-c2ccccc2O)oc2cc(O)cc(O)c12 | 6.3%[11.4 µM] | ? | ? | -45%[inhibitor]
O=C(C1CCN(S(=O)(=O)c2cccs2)CC1)N1CCCCCC1 | -0.2% | -2% | -2% | -13%
COC(=O)c1ccc(NC(=O)c2cc(=O)c3ccc(C)cc3o2)cc1 | 0.1% | 6% | 12% | -4%[10.9 µM]
Cc1cccc(-c2nc3scc(CCNC(=O)c4ccccc4Cl)n3n2)c1 | ? | -10% | -4% | 25%[10.9 µM]
Cc1cccc(C)c1NC(=O)CSCCO | 0.4% | 0% | 3% | 5%
O=C(NC1CCC(NC(=O)C(F)(F)C(F)F)CC1)C(F)(F)C(F)F (stereo not drawn) | 2.5% | 5% | 12% | -1%
O=c1[nH]c(=O)n(CCO)c2nnn(Cc3ccccc3)c12 | 2.2% | -4% | 9% | 0%
Cc1ccc2oc(C(=O)Nc3ccc(S(=O)(=O)N(C)Cc4ccccc4)cc3)cc(=O)c2c1 | 1.1% | 10% | -9% | -8%[10.9 µM]
Cn1c(=O)oc2cc(S(=O)(=O)N3CCCC(C(=O)N4CCN(c5ccc(F)cc5)CC4)C3)ccc21 (stereo not drawn) | ? | -1% | -9% | -4%[10.9 µM]
Cc1ccc2[nH]c(=O)c3cc(C(=O)N(CCCOC(C)C)Cc4ccco4)sc3c2c1 | ? | 0% | -24% | -13%[10.9 µM]
COc1ccc(NC(=O)Cn2c(=O)oc3cc(S(=O)(=O)N4CCCC4)ccc32)cc1OC | ? | -1% | 7% | -12%[10.9 µM]
N#Cc1c(C(F)(F)F)cc(-c2cccs2)nc1SCC(=O)Nc1ccc(Cl)cc1 | 11% | -17% | ? | -9%[10.9 µM]
CC1=C(C(=O)OCc2ccc(C)cc2)C(c2ccccc2Cl)CC(=O)N1 (stereo not drawn) | ? | -3% | -15% | -6%[10.9 µM]
CCCc1cc(=O)n2[nH]c(CCc3ccccc3)nc2n1 | ? | 4% | 2% | 0%
COc1ccccc1-c1nccc(Nc2ccc(F)cc2)n1 | -1.4%[11.4 µM] | -1% | -22% | -11%
CCOc1ccc2[nH]c(C)c(CN3CCCCC3)c(=O)c2c1 | 0.3% | 4% | -3% | -6%
Cc1cccc(NC(=O)CCCn2c(C)c3cnn(-c4ccccc4)c(=O)c3c2C)c1C | ? | 4% | 2% | 10%[10.9 µM]
COc1cc(OC)c(C2C(C(=O)Nc3ccccc3)=C(C)Nc3ncnn32)cc1OC (stereo not drawn) | -0.5% | -9% | 20% | -12%[10.9 µM]
CC1CCc2c(sc3nnn(CC(=O)Nc4ccccc4Cl)c(=O)c23)C1 (stereo not drawn) | ? | -10% | -6% | 2%[10.9 µM]
CCOc1ccc(C(=O)c2ccc(OC)c(O)c2O)cc1 | . | 15% | -13% | -31%[inhibitor]
CO[C@H]1COC(=O)[C@H](C)NC(=O)[C@@H](C)COC(=O)C/C=C\[C@@H]1C | . | -11%[9.22 µM] | 6%[9.22 µM] | .
CCN(CC)C(=O)C1CCN(Cc2ccc(Br)cc2)CC1 | 1.6% | -3% | -11% | 8%
CN(C)c1ccc(C(=C2C=CC(=[N+](C)C)C=C2)c2ccccc2)cc1 | ? | 10%[9.22 µM] | ? | -28%[10.9 µM]
CCN(C(=O)CSc1nc2ccccc2nc1Cc1ccccc1OC)c1ccccc1 | ? | 14% | 12% | -10%[10.9 µM]
CN(C)C(=O)c1ccc(-c2cc(-n3ccnc3)ncn2)cc1 | -2.3%[11.4 µM] | 8% | 2% | ?
CCCC[C@H]1C(=O)N(c2ccccc2)N(c2ccc(O)cc2)C1=O | 2.0%[25.6 µM] | -1%[20.6 µM] | 55%[activator][20.6 µM] | -35%[inhibitor][16.8 µM]
COc1ccc(NC(=O)Cn2nnc(C(N)=O)c2N)c(OC)c1 | -0.9% | -5% | -3% | -2%
CCOC(=O)c1ccc2[nH]cc(C(C)=O)c(=O)c2c1 | -1.9% | 4% | 19% | -12%
CCN(CCCNC(=O)C1CCN(S(=O)(=O)c2c(C)[nH]c(=O)[nH]c2=O)CC1)c1cccc(C)c1 | 3.0% | 3% | 16% | -9%
O=C(Nc1cccc(F)c1)N1CC2(CCN(C(=O)c3ccncc3)CC2)C1 | 1.4%[11.4 µM] | -5% | -9% | .
COc1ccc(S(=O)(=O)CCc2nc3ccccc3s2)cc1 | 2.1% | -3% | 9% | -4%

High-throughput results as filed in PubChem.
